Compound activity: PubChem BioAssay, National Center for Advancing Translational Sciences (NCATS)
TDP1 inh = blocks human tyrosyl-DNA phosphodiesterase 1 | Q9NUW8 | recombinant TDP1, AlphaScreen DNA substrate cleavage | Potency, µM (titrated, usually from 130 µM), inactives show top-dose activity change, negative = inhibition, hits mostly inhibitors | hit rate 0.28% among 350,000 | AID 485290; also: nearly all actives have a fitted effect of over 40% in size
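Recombinant human Tdp1 (E. coli-expressed, 1 nM final) preincubated with compounds 15 min at room temperature, then 5'-biotin/3'-phosphotyrosine-FITC DNA substrate (15 nM final) added for 5 min. AlphaScreen beads (10 ug/ml final) added 10 min; cleavage lowers signal.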
TDP1 cell noCPT = qHTS for Inhibitors of human tyrosyl-DNA phosphodiesterase 1 (TDP1): qHTS in cells in absence of CPT. DT40 Tdp1-/- hTDP1 cells, no CPT, ATP luminescence, 48 h. Potency, µM (highest dose often 46.2 µM), for the others: at the top dose activity change, negative = growth inhibition, hits mostly inhibitors. hit rate 15% among 420,000. AID 686978, 2013; also: nearly all actives have a fitted effect of over 55% in size
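Readout: luminescence from CellTiter-Glo after 30 min in the dark at RT. Cells: DT40 Tdp1-/- with stable hTDP1, 400/well. Exposure: compounds alone, ≥48 hr, 37 °C.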
KAT2A inh = blocks human GCN5L2 histone acetyltransferase; Q92830; Potency, µM (highest dose often 58.9 µM), without a hit: at the top dose activity change, negative = inhibition, actives largely listed as inhibitors; AID 504327; GCN5L2 HAT assay, ThioGlo1 CoA-SH fluorescence; hit rate 0.21% among 390,000
Target sequence (Q92830 whole entry, looked up): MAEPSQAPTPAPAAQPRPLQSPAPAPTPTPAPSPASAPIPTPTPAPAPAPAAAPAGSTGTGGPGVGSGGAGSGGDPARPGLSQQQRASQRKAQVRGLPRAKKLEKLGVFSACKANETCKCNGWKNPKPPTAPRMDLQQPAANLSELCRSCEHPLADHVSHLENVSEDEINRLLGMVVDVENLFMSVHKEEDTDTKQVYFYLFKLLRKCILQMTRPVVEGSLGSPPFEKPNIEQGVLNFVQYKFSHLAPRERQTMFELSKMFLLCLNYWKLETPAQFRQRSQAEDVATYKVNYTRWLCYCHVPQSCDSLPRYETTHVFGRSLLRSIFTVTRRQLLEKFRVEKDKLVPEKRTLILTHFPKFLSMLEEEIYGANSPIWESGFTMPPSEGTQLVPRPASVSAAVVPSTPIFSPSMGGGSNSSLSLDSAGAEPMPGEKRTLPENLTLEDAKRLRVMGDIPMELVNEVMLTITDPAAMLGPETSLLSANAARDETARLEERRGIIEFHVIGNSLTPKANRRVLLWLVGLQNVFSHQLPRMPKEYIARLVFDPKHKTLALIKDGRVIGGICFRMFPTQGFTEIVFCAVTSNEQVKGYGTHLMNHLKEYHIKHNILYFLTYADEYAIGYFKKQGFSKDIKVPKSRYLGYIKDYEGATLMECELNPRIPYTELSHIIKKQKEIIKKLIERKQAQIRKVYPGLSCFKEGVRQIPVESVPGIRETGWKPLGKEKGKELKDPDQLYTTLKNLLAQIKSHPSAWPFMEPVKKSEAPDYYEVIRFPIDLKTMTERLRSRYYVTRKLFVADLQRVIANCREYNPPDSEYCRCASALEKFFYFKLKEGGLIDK
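Free CoA generated was detected with ThioGlo1 (50uM) fluorescence at Ex340nm/Em540nm, read immediately and after 20 min at room temperature. Enzyme, 20 nM in HEPES pH 7.5 buffer, saw compounds 15 min before adding 75uM H3(1-25) peptide and 70uM acetyl-CoA.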
* marks the source's active call; other numbers are inactive results; ? = inconclusive; nt = no result given; & = joins results of further samples; [ ] = dose if it differs, or a comment. Calls follow the shape of the dose curve; as a rule, active = well fitted curve in the direction sought with a large enough effect; inconclusive = small, poorly fitted or top-dose-only effect, or another doubt; inactive = no such curve, though single readings can be large; an effect the other way counts as inactive or inconclusive. % is scaled to controls: 0 for no effect and ±100 for the full control effect; potency is read from the fitted curve at half-maximal effect.

SMILES	TDP1 inh	TDP1 cell noCPT	KAT2A inh
CC(C)OC(=O)/C(C#N)=C/c1ccc(-c2ccc(SC(F)F)cc2)o1	8%	?	-20%
c1ccc2c(c1)CCCC2NC1=NCCC1 (stereo unspecified)	3%	-22%	-1%
CN(C)S(=O)(=O)c1ccc(C(=O)OCC(=O)Nc2ccc(OC(F)F)cc2)cc1	nt	1%	16%
O=C(C1CCN(S(=O)(=O)c2cccc3cccnc23)CC1)N1CCN(C2CCCC2)CC1	1%	nt	0%
Cc1ccc(C(=O)Nc2ccccc2C(=O)O)cc1S(=O)(=O)N1CCCCCC1	-2%[12.3 µM]	?	0%
O=C(c1ccc([N+](=O)[O-])cc1)N(Cc1ccccc1)c1ccccn1	6%	-17%	-2%
Cc1cc(C(C2C(=O)CC(C)(C)CC2=O)C2C(=O)CC(C)(C)CC2=O)cc(C)c1OC(F)F	nt	-11%	-4%
Cn1cc(C[C@H](C(=O)O)N2C(=O)c3ccc(C(=O)O)cc3C2=O)c2ccccc21	5%	nt	1%
COc1ccc(OC)c(NC(=O)Cc2c(C(=O)O)[nH]c3ccc(Cl)cc23)c1	8%	15%	-12%
NC(=O)c1ccc(-c2nnn(CC(=O)N(C3CCCCC3)C3CCS(=O)(=O)C3)n2)cc1 (stereo unspecified)	1%	-7%	-3%
O=C(Nc1ccc(Cl)cc1Cl)c1cc(S(=O)(=O)NCc2ccc3c(c2)OCO3)ccc1F	nt	-14%	-8%
O=C(COC(=O)CNC(=O)C12CC3CC(CC(C3)C1)C2)NC1CCS(=O)(=O)C1 (stereo unspecified)	-2%	7%	3%
Cc1cc(=O)oc2c(C)c(OC(C)C(=O)NCCN3CCOCC3)ccc12 (stereo unspecified)	3%	-13%	-4%
CCC(C)NC(=O)c1ccccc1NC(=O)COc1ccc(OC)cc1 (stereo unspecified)	5%	?	-10%
CC1CCN(Cc2c(C(=O)N/N=C/c3cc(Cl)ccc3O)nnn2-c2nonc2N)CC1	5%	5.8µM*	-1%
CCOc1ccccc1N1CC(C(=O)Nc2ccccc2CC)CC1=O (stereo unspecified)	nt	10%	0%
Nc1ccc2nc(-c3cccc(-c4nc5ccc(N)cc5[nH]4)c3)[nH]c2c1	nt	?	2%
CCCOc1ccc(NC(=O)CC2C(=O)N(c3ccccc3)C(=O)N2Cc2ccc(F)cc2)cc1 (stereo unspecified)	8%	21µM*	-1%
Cc1ccc(NS(=O)(=O)c2ccc(Cl)c(C(=O)O)c2)cc1S(=O)(=O)N1CCOCC1	-5%	2%	-10%
COC(=O)NNC(=O)COc1ccc(Cl)cc1	7%	-10%	-1%
COc1cc(OC)cc(-c2c(-c3cccs3)c3cc(-c4ccc(OC)nc4)ccc3n2C)c1	3%	?	-8%
Cc1cc(NC(=O)c2cc(-c3cccc(Cl)c3)on2)n(-c2ccccc2)n1	2%	?	0%
CCOC(=O)NC1(C(F)(F)F)NC(=O)N(Cc2ccco2)C1=O (stereo unspecified)	5%	5%	2%
CN(c1ccc(C(=O)NCCCn2ccnc2)cc1)S(C)(=O)=O	1%	8%	1%
CCCN(CCO)Cc1cccc(Br)c1	nt	-12%	0%
COc1ccc(OC2C(=O)N(Cc3ccc4c(c3)OCO4)C2c2sccc2C)cc1 (stereo unspecified)	2%	?	-14%
COCCNC(=O)CC(=O)N/N=C/c1cccc(C(=O)OC)c1	0%	8%	-2%
NC(=O)c1sc2nc(-c3cccs3)ccc2c1N	nt	-22%	-9%
COc1cc(-c2nc(C(F)(F)F)c(OC)o2)cc(OC)c1OC	-5%	?	-7%
Cc1c[nH]c2ccccc12	nt	-15%&-7%	1%&4%
Cn1c(C(=O)N2CCCc3ccccc32)cc2c(=O)n3ccccc3nc21	5%	nt	-15%
CC1(C)CC(=O)C=C(C(=O)N2CCCC(C(=O)c3cccc(Cl)c3)C2)O1 (stereo unspecified)	-3%	?	-11%
CC(C)(C)NC(=O)C(c1ccc(F)cc1)N(Cc1ccco1)C(=O)CCC(=O)Nc1ccccn1 (stereo unspecified)	5%[0.0935 µM]	-1%	-1%
COC(=O)c1sc(NC(=S)NC(=O)c2cccc(Br)c2)nc1C	nt	?	-2%
O=C1N=C2SCCN2C(=O)C1Cc1ccc(Cl)cc1 (stereo unspecified)	2%	-18%	1%
[2H]c1c([2H])c([2H])c(C(=O)c2sc(N3CCCCCC3)nc2-c2ccccc2)c([2H])c1[2H]	-6%	16µM*	-8%
Cc1cc2nc(C(C)(C)C)cc(N)n2n1	0%	0%	-5%
COc1ccc(OC)c(NC(=O)Cn2c(=O)n(CC(=O)NCc3ccco3)c(=O)c3ccccc32)c1	4%	2%	0%
COc1ccccc1N1CCN(C(=O)CCC(=O)Nc2nnc(C(C)C)s2)CC1	3%	8%	-3%
CCc1c(C)c2ccc(OCC(=O)OC(C)C)c(C)c2oc1=O	4%	?	-11%
Cc1cccc(CSc2nc3c(c(=O)[nH]2)C(c2cccc(O)c2)CC(=O)N3)c1 (stereo unspecified)	1%	-52%	1%
Cc1c(C(=O)N2CCN(S(=O)(=O)c3ccc(F)cc3)CC2)oc2ccccc12	2%[0.505 µM]	?	-1%
Cc1c(NS(=O)(=O)N2CCCC2)c(=O)n(-c2ccccc2)n1C	2%	-13%	-6%
Cc1cccc(C(=O)O/N=C2\CCSc3ccc(C)cc32)c1	0%	-3%	8%
CN(C(=O)OCc1ccccc1)C(CC(N)=O)C(=O)O (stereo unspecified)	2%	?	0%
CCCCn1c(-c2cccc3ccccc23)nc2cc3[nH]c(=O)c(C(C)C)nc3cc21	nt	16µM*	-9%
Cc1ccc2oc(C(Cl)(Cl)Cl)cc(=O)c2c1	7%	5.8µM*	-7%
CCS(=O)(=O)N1Cc2ccccc2CC1C(=O)Nc1nccs1 (stereo unspecified)	2%	0%	2%
COc1cccc2c(=O)n(CC(=O)NCCc3ccccc3)ccc12	6%	26%	0%
O=C(c1cccs1)N1CCN(c2cccc(Cl)c2)CC1	nt	-1%	1%
(cont.)
SMILES	TDP1 inh	TDP1 cell noCPT	KAT2A inh
CC1(C)CC(=O)C=C(c2cccc(O)c2)C1	0%	?	2%
C[C@@]12C(=O)Nc3ccc(Br)cc3C(=O)N1[C@H]1c3ccccc3OC[C@@H]1[C@@H]2c1ccccc1	3%	?	-7%
Cc1ccc(CNC(=O)CCCCCNC(=O)N2CCn3c2nc2ccccc23)cc1	0%	?	-7%
Cc1cccn2c(=O)c(/C=C(\C#N)C(N)=O)c(N3CCCCCC3)nc12	nt	?	13%
CCOc1ccccc1NC(=S)N1CCC(NC(=O)NC23CC4CC(CC(C4)C2)C3)CC1	6%	?	-16%
Cc1cc(N)ccc1S(C)(=O)=O	-2%	4%	-5%
COc1ccc(Oc2ncc3ncc(=O)n(Cc4ccc(F)cc4)c3n2)cc1	nt	?	-11%
Cc1cc(=O)oc2cc(NC(=O)COc3cccc(C(F)(F)F)c3)ccc12	-4%	?	-11%
O=C(CSc1nnnn1-c1ccc(F)cc1F)Nc1ccccc1F	2%	-2%	-4%
CCc1nc2nc(C)cc(Nc3cc(C)ccc3C)n2n1	8%	18µM*	-1%
O=C(Cn1ncc(Cl)c(Cl)c1=O)c1ccc2c(c1)OCCO2	-3%	23µM*	-9%
Cc1nnc(NC(=O)CCn2c(=O)oc3ccc(Cl)cc32)s1	1%	4%	-1%
CCCNC(=O)C1(O)c2cc(Br)ccc2NC(=O)N1c1ccc(Cl)cc1 (stereo unspecified)	nt	12%	30%
CCc1ccc(NC(=O)C2=CC(c3cccs3)=NS(=O)(=O)N2C)cc1	6%	16µM*	-4%&-5%
COc1ccc(C(=O)Nc2nc3ccc(OC)cc3s2)cc1	4%	?	-5%
CCOC(=O)C1CCN(c2cc(C)nc3c(-c4ccccc4OC)c(C)nn23)CC1	-2%	18µM*	-3%
O=C(CNC(=O)c1ccc(F)cc1)c1ccc(Cl)cc1	3%	?	-4%
O=C1CCN(CCc2ccccc2)CCN1[C@H](CSc1ccc(Br)cc1)c1ccccc1	1%	18µM*	10%
C=C(Br)CN1[C@@H](Cc2ccccc2)[C@H](O)[C@@]23C=C[C@@H](C[C@@H]2S1(=O)=O)O3	1%	?	-1%
Fc1ccccc1-c1cc2cc3c(cc2cn1)OCO3	-12%	?	-5%

An excerpt from above in order of length of the SMILES, largest number first.
SMILES	TDP1 inh	TDP1 cell noCPT	KAT2A inh
CC(C)(C)NC(=O)C(c1ccc(F)cc1)N(Cc1ccco1)C(=O)CCC(=O)Nc1ccccn1 (stereo unspecified)	5%[0.0935 µM]	-1%	-1%
CCCOc1ccc(NC(=O)CC2C(=O)N(c3ccccc3)C(=O)N2Cc2ccc(F)cc2)cc1 (stereo unspecified)	8%	21µM*	-1%
COc1cc(OC)cc(-c2c(-c3cccs3)c3cc(-c4ccc(OC)nc4)ccc3n2C)c1	3%	?	-8%
CC1CCN(Cc2c(C(=O)N/N=C/c3cc(Cl)ccc3O)nnn2-c2nonc2N)CC1	5%	5.8µM*	-1%
CN(C)S(=O)(=O)c1ccc(C(=O)OCC(=O)Nc2ccc(OC(F)F)cc2)cc1	nt	1%	16%
CC1(C)CC(=O)C=C(C(=O)N2CCCC(C(=O)c3cccc(Cl)c3)C2)O1 (stereo unspecified)	-3%	?	-11%
Cc1ccc(C(=O)Nc2ccccc2C(=O)O)cc1S(=O)(=O)N1CCCCCC1	-2%[12.3 µM]	?	0%
Cc1cccn2c(=O)c(/C=C(\C#N)C(N)=O)c(N3CCCCCC3)nc12	nt	?	13%
COc1ccccc1N1CCN(C(=O)CCC(=O)Nc2nnc(C(C)C)s2)CC1	3%	8%	-3%
CCCNC(=O)C1(O)c2cc(Br)ccc2NC(=O)N1c1ccc(Cl)cc1 (stereo unspecified)	nt	12%	30%
Cn1c(C(=O)N2CCCc3ccccc32)cc2c(=O)n3ccccc3nc21	5%	nt	-15%
Cc1c(NS(=O)(=O)N2CCCC2)c(=O)n(-c2ccccc2)n1C	2%	-13%	-6%
COC(=O)c1sc(NC(=S)NC(=O)c2cccc(Br)c2)nc1C	nt	?	-2%
CN(c1ccc(C(=O)NCCCn2ccnc2)cc1)S(C)(=O)=O	1%	8%	1%
CCc1c(C)c2ccc(OCC(=O)OC(C)C)c(C)c2oc1=O	4%	?	-11%
COc1ccc(C(=O)Nc2nc3ccc(OC)cc3s2)cc1	4%	?	-5%
CCc1nc2nc(C)cc(Nc3cc(C)ccc3C)n2n1	8%	18µM*	-1%
Fc1ccccc1-c1cc2cc3c(cc2cn1)OCO3	-12%	?	-5%
CC1(C)CC(=O)C=C(c2cccc(O)c2)C1	0%	?	2%
COC(=O)NNC(=O)COc1ccc(Cl)cc1	7%	-10%	-1%
Cc1cc(N)ccc1S(C)(=O)=O	-2%	4%	-5%

Continued:
SMILES	TDP1 inh	TDP1 cell noCPT	KAT2A inh
CCOc1cc(C(C(=O)NCC2CCCO2)N(C(=O)Cn2nnc3ccccc32)c2ccccc2OC)ccc1O (stereo unspecified)	-9%	-1%	-21%
COc1ccc(C(=O)n2nc(C#N)c(C#N)c2N)cc1	0%	-10%	-4%
Cc1ccc2c(c1)c(C)cc[n+]2Cc1ccccc1	5%	2.9µM*	0%
Cc1cc(C(=O)N2CCC(Cc3ccccc3)CC2)no1	3%	?	-17%
O=C(CN1CCCc2ccccc21)N/N=C/c1ccc(F)cc1F	nt	15µM*	-5%
Cc1ccc(S(=O)(=O)N2CC3CCC2C3)cc1 (stereo unspecified)	2%	-29%	-8%
C/C(CC(=O)Nc1ccc2c(c1)OCCO2)=N\NC(=O)c1ccccc1Cl	-13%	-14%	-3%
CCc1ccccc1NC(c1nnc(-c2cccc(F)c2)o1)c1ccc(F)cc1Cl (stereo unspecified)	-2%	-27%	-8%

This is a subset, so the mix of outcomes need not match the whole.
